Screens as filed in PubChem BioAssay.
Bfl-1 displacement = Bfl-1 inhibitors, primary screen, biochemical, fluorescence polarization, FITC-Bid, mouse (AID 432) | Bcl-2-related protein A1 (Mus musculus) | FITC-Bid BH3 peptide fluorescence polarization displacement; higher % means a stronger effect | displacement, % at 20 µM; hits with a dose series show IC50 in µM | hit rate 0.02% among 64,000; in the data active = a potency from the dose series; inactive = the rest, 99 in 100 with displacement below about 15%; also: strong numbers were not always called active
LYP phosphatase = LYP phosphatase inhibitors, primary screen, biochemical, DiFMUP fluorescence, recombinant catalytic domain, 10 µM (AID 606) | 52,000 tested, under 10 active | Tyrosine-protein phosphatase non-receptor type 22 (Homo sapiens) | recombinant LYP catalytic domain, DiFMUP fluorescence; higher % means a stronger effect | one-dose inhibition, % at 10 µM; IC50 in µM for titrated hits;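 active = IC50 under 40 µM in the dose-response test; inactive = IC50 of 40 µM or more, or never dose-tested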
HT1080 cytotoxicity = cytotoxicity in HT1080 fibrosarcoma cells, cell-based, fluorescence readout (AID 620); cytotoxicity, % at 10 µM; hits with a dose series show EC50 in µM; hit rate 0.42% among 87,000; HT1080 viability, fluorescence; higher % means a stronger effect;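 also: cells exposed to compound overnight then 4 h with Alamar Blue; 0% = vehicle DMSO and 100% = killing control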
HPDE-C7 cytotoxicity = cytotoxicity in HPDE-C7 cells, cell-based, fluorescence, HTS (AID 430); HPDE-C7 pancreatic duct cells viability, fluorescence; higher % means a stronger effect; cytotoxicity, % at 10 µM, or EC50 in µM where a hit was titrated; hit rate 1.8% among 63,000;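 also: cells exposed to compound for 48 hours before viability readout; 0% = vehicle and 100% = reference cytotoxic drug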
HPDE-C7K KRASV12 = cytotoxicity in KRAS-transformed pancreatic duct cells, primary screen, cell-based, fluorescence, HTS (AID 431) | hit rate 1.7% among 63,000 | HPDE-C7K KRASV12 cells, Alamar Blue viability, 48 h; higher % means a stronger effect | cytotoxicity, % at 10 µM; hits with a dose series show EC50 in µM;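 active = compounds whose percent cytotoxicity in the single-dose primary screen, scaled between solvent and toxic-drug controls, exceeds 50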;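 also: 0% = DMSO solvent wells and 100% = doxorubicin-treated wells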
Spn PMK inh = S. pneumoniae PMK inhibitors, primary screen, biochemical, mevalonate pathway, pilot trial included; inhibition, % at 10 µM; phosphomevalonate kinase (Streptococcus pneumoniae D39); purified PMK, PK/LDH-coupled NADH absorbance 340 nm; hit rate 0.49% among 65,000;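 active = top-ranked compounds by inhibition in the single 10 µM screen, taking a fixed number of the strongest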;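 also: 0% = full reaction with DMSO carrier and 100% = background rate without enzyme reaction; no value below 0 was filed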
Alkaline phosphatase = human TNAP enzyme inhibitors, biochemical, luminescent (AID 518); purified TNAP enzyme, luminescent substrate readout; higher % means a stronger effect; inhibition, % at 20 µM, or IC50 in µM where a hit was titrated; hit rate 0.09% among 64,000; in the data active = a potency from the dose series; inactive = the rest, 99 in 100 with inhibition below about 22%;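 also: plate controls were vehicle for no effect and reference inhibitor for full effect; many of its hits are not listed in these tables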
Spn MK inh = S. pneumoniae MK inhibitors, primary screen, biochemical, PK/LDH-coupled NADH absorbance; mevalonate kinase [Streptococcus pneumoniae D39]; purified MK, PK/LDH-coupled NADH absorbance 340 nm; inhibition, % at 10 µM; hit rate 0.48% among 65,000;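 active = ranked among the strongest by inhibition in the single 10 µM screen, a fixed top-ranked set picked for dose follow-up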; also: no value below 0 was filed
DPM-DC inhibit = S. pneumoniae DPM-DC inhibitors, primary screen, biochemical, PK/LDH-coupled NADH fluorescence | purified DPM-DC | calls only at 10 µM | hit rate 0.49% among 65,000 | AID 556, 2006;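 active = the 320 compounds with the highest percent inhibition in the single-dose primary screen, excluding strongly autofluorescent ones, cut at about 32% in these data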;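 also: kinetic rate of NADH fluorescence loss reporting ADP formed by the decarboxylase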
Spn PMK inh pilot replicates = further read-out of Spn PMK inh, marked with its call; inhibition, %; measured here: pilot screen replicates
Spn MK inh pilot replicates = also measured in Spn MK inh; calls as there; inhibition, %; measured here: pilot screen replicates
DPM-DC inhibit pilot screen % = second read-out of DPM-DC inhibit, no call of its own (marks repeat the call); inhibition, %; measured here: pilot screen trials
Numbers without * were called inactive; i = inactive; . = no result given. Rule as the data show it, unless noted: active = cytotoxicity above about 50%; inactive = the rest.

SMILES | Bfl-1 displacement | LYP phosphatase | HT1080 cytotoxicity | HPDE-C7 cytotoxicity | HPDE-C7K KRASV12 | Spn PMK inh | Alkaline phosphatase | Spn MK inh | DPM-DC inhibit | others
CCOCCCn1c(SCC(=O)NC(C)(C)C)nc2ccccc2c1=O | 2.6% | 8.8% | -5.9% | 4.9% | 4.3% | 19.0 | 14.5% | 0.0 | i
CC(C)Cn1c(N)c(C(=O)COC(=O)c2cc(-c3ccco3)nc3ccccc23)c(=O)n(C)c1=O | 14.1% | 5.81µM* | 19.7% | -3.2% | 7.5% | 0.0 | 15.2% | 0.0 | . | Spn PMK inh pilot replicates=0.0;Spn MK inh pilot replicates=0.0
CCC(C)Sc1nnc(Cc2cc(=O)[nH]c(=O)[nH]2)n1-c1ccc(F)cc1 (stereo not given) | -1.5% | 5.6% | -13.2% | -20.8% | -12.7% | 7.0 | 2.1% | 6.0 | i
Cc1ccc2cc(CN(CC3CCCO3)S(=O)(=O)c3ccc4c(c3)OCCO4)c(=O)[nH]c2c1C (stereo not given) | 8.2% | 13.6% | -3.9% | 4.6% | 10.1% | 11.0 | 13.2% | 11.0 | i | Spn PMK inh pilot replicates=2.0;Spn MK inh pilot replicates=0.0;DPM-DC inhibit pilot screen %=0.0
OCC12COC(c3ccccc3)N1C(c1ccccc1)OC2 (stereo not given) | -4.8% | . | 13.4% | 7.0% | 15.9% | 9.0 | 13.1% | 8.0 | i
CCC(Sc1nc2n[nH]c(C)c2c(=N)n1-c1ccc(C)c(Cl)c1)C(=O)N1CCOCC1 (stereo not given) | . | 3.0% | 8.1% | . | . | 11.0 | . | 4.0 | i
CCOC(=O)CSc1nc2c(sc(=S)n2Cc2ccco2)c(=O)n1-c1ccc(F)cc1 | 8.6% | 10.0% | 5.5% | 3.0% | 1.6% | 6.0 | 16.0% | 3.0 | i
O=C(NCc1ccc(N2CCCC2=O)cc1)NC1CCCCC1 | -6.1% | 2.0% | -0.6% | -4.9% | 8.2% | 6.0 | 0.0% | 7.0 | i
Cc1c(C#N)c(N=CN(C)C)c(C(=O)c2ccccc2)n1-c1ccccc1 | 4.3% | 7.4% | -7.2% | -2.5% | 0.0% | 0.0 | 11.1% | 7.0 | i
CCOC(=O)c1cc2c(ccn2C)n1CC(=O)N1CCC(Cc2ccccc2)CC1 | 18.4% | 3.5% | -4.0% | 3.2% | 12.8% | 9.0 | 5.7% | 8.0 | i
CCCN(CCC)CCCNS(=O)(=O)c1ccc2c(c1)oc(=O)n2C | -0.9% | 7.8% | 1.4% | 9.2% | 11.4% | 6.0 | 12.3% | 4.0 | i | Spn PMK inh pilot replicates=2.5;Spn MK inh pilot replicates=0.0;DPM-DC inhibit pilot screen %=1.0
C=CCn1c(SCc2nc(N)nc(N(C)C)n2)nnc1-c1cccnc1 | -2.9% | . | 36.0% | 3.9% | 2.0% | 12.0 | 8.8% | 16.0 | i
CCCOc1ccc2ccccc2c1/C=N/n1c(C)nnc1-n1nc(C)cc1C | 4.3% | 2.3% | 61.6%* | 41.9% | 39.3% | 12.0 | 9.7% | 5.0 | i
Cc1cc(=O)[nH]c(N2CCN(C(c3ccccc3)c3ccccc3)CC2)n1 | -5.2% | 7.5% | 2.9% | -6.0% | -5.7% | 9.0 | -1.8% | 7.0 | i
C=CCOc1nc2c(c(=O)n(C)c(=O)n2C)n1Cc1c(Cl)cccc1Cl | -3.4% | 10.1% | 3.8% | -9.0% | 1.4% | 8.0 | 9.5% | 1.0 | i | Spn PMK inh pilot replicates=1.5;Spn MK inh pilot replicates=0.0;DPM-DC inhibit pilot screen %=0.0
COc1ccccc1-c1cc(C(=O)NCCCn2ccnc2)no1 | 0.7% | 5.1% | 3.3% | 29.3% | 20.1% | 21.0 | 15.9% | 6.0 | i | Spn PMK inh pilot replicates=3.5;Spn MK inh pilot replicates=0.0;DPM-DC inhibit pilot screen %=0.0
N#Cc1nc(-c2ccco2)oc1N1CCN(c2cccc(Cl)c2)CC1 | -1.6% | 10.7% | -1.1% | -9.4% | -0.6% | 11.0 | 5.5% | 12.0 | i | Spn PMK inh pilot replicates=2.5;Spn MK inh pilot replicates=1.0;DPM-DC inhibit pilot screen %=6.5
Clc1ccc(N2CCN(c3ncnc4c3oc3ccccc34)CC2)cc1 | -0.4% | -1.8% | -7.6% | -2.1% | 5.2% | 9.0 | 2.1% | 5.0 | .
Cn1c(SCC(=O)N2CCOCC2)nnc1-c1cccc(NC(=O)c2ccccc2F)c1 | 0.1% | 2.9% | 0.9% | -1.2% | 0.5% | 7.0 | 16.2% | 0.0 | i | Spn PMK inh pilot replicates=6.0;Spn MK inh pilot replicates=0.5;DPM-DC inhibit pilot screen %=0.0
CCCc1cc(C(=O)NCc2cccs2)no1 | 0.1% | 8.2% | 1.2% | -6.1% | -4.2% | 19.0 | 8.4% | 0.0 | i
CSc1ccccc1NC(=O)c1cnc2n(c1=O)CCS2 | -0.7% | 10.5% | -8.2% | -19.4% | -0.3% | 2.0 | 14.2% | 2.0 | i | Spn PMK inh pilot replicates=1.5;Spn MK inh pilot replicates=0.5;DPM-DC inhibit pilot screen %=1.5
CC(C)(C)n1nnnc1C(c1cccs1)N1CCN(Cc2ccccc2)CC1 (stereo not given) | -1.2% | . | -5.6% | -15.9% | -8.6% | 0.0 | 5.5% | 8.0 | i | Spn PMK inh pilot replicates=3.5;Spn MK inh pilot replicates=0.5;DPM-DC inhibit pilot screen %=1.0
COc1cc(S(=O)(=O)N2CCN(C)CC2)c(OC)cc1Br | 2.5% | 1.2% | 39.7% | 0.3% | 7.1% | 3.0 | 12.9% | 7.0 | i
CCOc1ccccc1NC(=O)C1CCN(S(=O)(=O)c2cccc3cccnc23)CC1 | 2.8% | 3.4% | -6.2% | 5.1% | 2.0% | 13.0 | 7.6% | 8.0 | i
CC(=O)NC(NC(C)=O)c1ccc(N(C)C)cc1 | 3.3% | 4.7% | -4.0% | -11.1% | -9.8% | 14.0 | 3.6% | 4.0 | i
Cc1c(C(=O)OCCN2CCCCC2)oc2ccccc12 | -2.0% | 1.7% | -11.9% | 4.8% | 11.7% | 8.0 | 7.7% | 7.0 | i
Cc1noc(C)c1C(=O)Nc1sc2c(c1C(N)=O)CCC2 | -5.2% | 0.8% | 3.0% | 47.6% | 49.9% | 5.0 | 5.5% | 13.0 | i
COc1ccc(N2CCN(C(c3cc4ccc(C)cc4[nH]c3=O)c3nnnn3C3CCCC3)CC2)cc1 (stereo not given) | -7.0% | 17.0% | -23.6% | -8.3% | 11.5% | 5.0 | 8.6% | 9.0 | i
CCn1cc(C(=O)NC2CCCCCC2)c(=O)c2cc(S(=O)(=O)N3CCCCC3)ccc21 | 5.0% | -5.0% | -7.6% | 21.0% | 21.5% | 10.0 | 9.4% | 3.0 | i
COc1ccc(CCNC(=O)c2ccc(=O)[nH]n2)cc1OC | -0.4% | 4.2% | -9.8% | 0.1% | 0.9% | 11.0 | 2.9% | 9.0 | i
CC1CCCC(C)N1C(=O)COc1ccc(-c2nnco2)cc1 (stereo not given) | . | -1.6% | 2.7% | . | . | 2.0 | . | 2.0 | i
Cc1ccc2nc(-c3ccccc3)cn2c1 | -0.7% | . | 36.8% | 5.3% | -7.4% | 12.0 | 12.3% | 0.0 | i
O=C(Nc1cccnc1)Nc1ccccc1Cl | 0.1% | -3.2% | -0.4% | 2.6% | 3.7% | 14.0 | 9.5% | 0.0 | i
O=C1C2CCCN2C(c2ccc(F)cc2)N1c1nccs1 (stereo not given) | -1.7% | 17.4% | 0.7% | . | . | 22.0 | -9.6% | 2.0 | i
O=C1Nc2ccccc2C1(O)Cc1ccncc1 (stereo not given) | -4.0% | 5.4% | 2.6% | -9.0% | -11.7% | 5.0 | 1.6% | 13.0 | i
COc1cc(C2CC(=O)c3c([nH]c(C(=O)OCCOC(C)C)c3C)C2)cc(OC)c1OC (stereo not given) | 1.7% | 15.1% | -1.3% | 2.4% | 5.8% | 0.0 | 8.1% | 1.0 | i
CN1CCN(C(=O)Nc2cccc3ccccc23)CC1 | -4.3% | -3.9% | 11.3% | -3.6% | 1.4% | 0.0 | 6.0% | 1.0 | .
O=C(Nc1nc(-c2ccccn2)cs1)c1ccc(Cl)s1 | -5.3% | . | . | 25.5% | 23.2% | 0.0 | -5.5% | 0.0 | i
COc1cccc2sc(N(C)c3ccccc3)nc12 | -6.9% | 13.2% | -4.9% | -14.0% | -8.0% | 12.0 | 6.3% | 10.0 | i
CC(=O)Nc1ccc(NS(=O)(=O)c2ccc(Cl)c(C(=O)O)c2)cc1 | 0.4% | -19.9% | 0.9% | 0.9% | -2.3% | 8.0 | 17.4% | 3.0 | i | Spn PMK inh pilot replicates=2.0;Spn MK inh pilot replicates=0.0;DPM-DC inhibit pilot screen %=0.5
Cc1ccccc1Cc1c(C)nc2c(C(=O)NCc3ccco3)cnn2c1C | 0.9% | 14.0% | -10.5% | 3.6% | 6.2% | 12.0 | 6.8% | 0.0 | i
COC(=O)C1=CN(CC2CCCO2)C=C(C(=O)OC)C1c1ccsc1 (stereo not given) | -1.0% | 3.9% | -7.4% | 0.3% | -7.3% | 12.0 | 6.2% | 6.0 | .
c1ccc2cc3[nH]c(CN4CCOCC4)nc3cc2c1 | . | -6.2% | 1.8% | . | . | 0.0 | . | 1.0 | i
CCC(=O)N1CCc2cc(S(=O)(=O)Nc3ccc4c(c3)OCCO4)ccc21 | -14.5% | 22.4% | . | -10.8% | -18.1% | 22.0 | 2.8% | 0.0 | i
Cc1ccc(OC(C)c2nnc(N)s2)cc1Cl (stereo not given) | 5.4% | . | -1.6% | 19.4% | 6.8% | 0.0 | 14.3% | 1.0 | i
Cc1ccc(C(C)n2cc(C(=O)NCc3cccnc3)nn2)cc1 (stereo not given) | -1.9% | 13.7% | 2.0% | 7.6% | 2.2% | 0.0 | 5.9% | 13.0 | i
NCCCSC1=NCCCN1 | 0.9% | . | -11.7% | 6.6% | -6.9% | 0.0 | 6.6% | 3.0 | i
N#Cc1cnn(Cc2ccccc2)c1N | -3.7% | . | -9.0% | 2.5% | 11.0% | 7.0 | 8.2% | 8.0 | i
O=C(Cn1ncc2c(=O)oc3ccccc3c21)N1CCN(c2ccccn2)CC1 | -12.1% | . | -1.4% | -11.9% | 7.7% | 1.0 | -3.3% | 3.0 | i
Cc1cc(Cl)ccc1OCC(=O)OC(C)C(=O)NC(N)=O (stereo not given) | -12.9% | . | 5.3% | 1.1% | 4.3% | 0.0 | 4.3% | 8.0 | i
